Bioassay records: PubChem, NMMLSC
QS inhibitor: S. aureus quorum sensing inhibitors, primary screen, RNAIII-GFP reporter, flow cytometry | hit rate 0.3% among 24,000 | inhibition, % at 2 µM | AID 527, 2006 | S. aureus RN6390 RNAIII-GFP reporter, AIP-induced, flow cytometry 3 h;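 active = share of bacteria positive for the green fluorescent reporter and its mean brightness both inhibited by 50% or more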;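 note: 0% = AIP-stimulated control and 100% = unstimulated bacteria without AIP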
QS inhibitor GFP MFI %: also measured in QS inhibitor; calls as there; inhibition, %; measured here: inhibition of GFP MFI
* hit, by the source's call. These rows are one share of the data. The share of hits here may be higher or lower than overall.

no.	mol	QS inhibitor	QS inhibitor GFP MFI %
1	CCCS(=O)(=O)N1CCCC(C(=O)N2CCOCC2)C1 (configuration not stated)	4	8
2	CCOCCCNC(=O)C1CCN(c2cc(C)nc3c(-c4ccc(OC)c(OC)c4)c(C)nn23)CC1	-2	-17
3	CC(C)CCN1CC(C(=O)NC(C)C)CC1=O (configuration not stated)	-3	-10
4	CCn1c(SCc2cccc(C(F)(F)F)c2)nnc1-c1ccco1	0	7
5	CCS(=O)(=O)N1CCC(C(=O)NCc2cccnc2)CC1	-1	13
6	CC(C)OC(=O)c1cccc(C(=O)OCc2ccco2)n1	-2	-59
7	COc1ccc2[nH]c3c(=O)n(CCCCC(=O)N4CCC(C(N)=O)CC4)c(=S)[nH]c3c2c1	0	-4
8	CSc1ncc(Cl)c(C(=O)Nc2ccc(S(=O)(=O)N3CCOCC3)cc2)n1	-1	-33

no.	mol	QS inhibitor	QS inhibitor GFP MFI %
9	CCOCCOC(=O)c1[nH]c2c(c1C)C(=O)CC(c1ccc(N(C)C)cc1)C2 (configuration not stated)	1	20
10	COc1ccc(OCC(O)CN2CCCCC2)cc1 (configuration not stated)	-9	-38
11	Cc1nnc2ccc(N3CCC(C(N)=O)(N4CCCCC4)CC3)nn12	-5	-16
12	CCOC(=O)N1CCN(C(=O)Cn2nc(C)c3sc4ccccc4c3c2=O)CC1	-10	-15
13	Cc1ccc(Cn2c(CN3CCOCC3)nc3c2c(=O)n(C)c(=O)n3C)cc1	-3	-11
14	CCOC(=O)CSc1nc2ccsc2c(=O)n1C1CCN(C(=O)OCC)CC1	0	1
15	O=C(CN(CC1CCCO1)C(=O)CCC(=O)Nc1ccccn1)NCC1CCCO1 (configuration not stated)	0	5
16	CC1CCCN(C(C(=O)Nc2ccc3c(c2)OCO3)c2ccccc2)C1 (configuration not stated)	99*	98*

no.	mol	QS inhibitor	QS inhibitor GFP MFI %
17	CCc1nc(SCC(=O)Nc2nccs2)c2oc3ccccc3c2n1	3	18
18	COc1cccc(NC2c3ccccc3C(=O)N2Cc2ccco2)c1 (configuration not stated)	-2	-28
19	Cc1c2c(nc3c(C(=O)NC4CCCC4)cnn13)CCCC2	1	8
20	O=C1CC2(CCCCC2)Oc2ccc(OCC(=O)N3CCOCC3)cc21	0	-5
21	CC1CN(S(=O)(=O)c2ccc(NC(=O)CCN3C(=O)c4ccccc4C3=O)cc2)CC(C)O1 (configuration not stated)	-2	-6
22	CCOc1ccc(CCNC(=O)C(C)n2nc(C)n3c(cc4occc43)c2=O)cc1OCC (configuration not stated)	-2	-17
23	CCCNC(=O)NCCc1c(C)[nH]c2ccccc12	-2	-8
24	N#CCSc1nc2cc(C(=O)N3CCC(C(N)=O)CC3)ccc2c2nc3ccccc3n12	-2	-1

no.	mol	QS inhibitor	QS inhibitor GFP MFI %
25	Cc1ccc2oc(=O)c3cc(C(=O)N4CCN(C(=O)c5ccco5)CC4)sc3c2c1	-2	-2
26	CN1CCN(c2ncnc3c2cnn3-c2ccc(Cl)cc2)CC1	-1	7
27	COc1ccc(OCc2cccc(C(=O)O)c2)cc1	4	20
28	O=C1C2C3C=CC(C3=C3CCCCC3)C2C(=O)N1c1ccccc1 (configuration not stated)	4	6
29	Cc1ccc(NC(=O)c2nnn(CC(=O)Nc3ccccc3)c2N)cc1C	1	12
30	COc1ccc(N2CCN(C(=O)C(C)(C)Oc3ccc(Cl)cc3)CC2)cc1	3	4
31	Nc1nc(N)nc(-c2ccccc2)n1	0	-2
32	CCCCNC(=O)c1ccc(CS(=O)(=O)c2cccc(C(F)(F)F)c2)o1	-2	-37

no.	mol	QS inhibitor	QS inhibitor GFP MFI %
33	CCC(C)NC(=O)C1CC(c2cccc(OC)c2)=NO1 (configuration not stated)	0	6
34	COC(=O)C1=C(C)OC(N)=C(C#N)C1C1CCCCC1 (configuration not stated)	3	27
35	O=c1cc(N2CCC(Cc3ccccc3)CC2)[nH]c(=O)n1C1CCCCC1	16	35
36	Cc1cccc(NC(=O)CSc2nc3c(c(=O)[nH]2)CCC3)c1C	6	16
37	CCOCCCNC(=O)C1CCCCN1S(=O)(=O)c1ccc(F)cc1 (configuration not stated)	-2	-27
38	COc1ccc2nc(NC(=O)CCn3cccc3)sc2c1	-2	6
39	CCCS(=O)(=O)N1CCC(C(=O)NCCCN2CCCC2=O)CC1	1	0
40	Cc1cccc(NC(=O)Cn2c(=O)n3nc(CCn4nc(C)cc4C)nc3c3ccccc32)c1	-2	-41

no.	mol	QS inhibitor	QS inhibitor GFP MFI %
41	COc1cc(OC)c(C2C(C(=O)Nc3ccc(C)cc3C)=C(C)Nc3ncnn32)cc1OC (configuration not stated)	-4	-16
42	CCn1c(=O)n(CC(=O)NCc2ccco2)c(=O)c2ccccc21	-5	-16
43	Cc1nnc(N(C)C(=O)c2cccnc2)s1	-1	4
44	CC(C)OC(=O)C1C2C=CC3(CN(Cc4cccs4)C(=O)C13)O2 (configuration not stated)	-1	-7
45	Cc1ccc(-n2c(=O)[nH]cc(C(=O)Nc3ccc4c(c3)OCCO4)c2=O)cc1	-11	-46
46	CCS(=O)(=O)N1CCC(C(=O)OCC(=O)c2ccc(Br)cc2)CC1	7	16
47	CCOC(=O)N1CCN(C(=O)Nc2ccc3oc(C)nc3c2)CC1	-3	-19
48	CCCOc1ccc2oc(=O)c3c(c2c1)CCCN3C(=O)CN1CCCC(C(=O)OCC)C1 (configuration not stated)	0	13

no.	mol	QS inhibitor	QS inhibitor GFP MFI %
49	CCCN(CCC)CCCNC(=O)CC(C(=O)N1CCc2ccccc21)n1ccnc1 (configuration not stated)	-6	-12
50	COc1ccccc1CNC(=O)Cn1cc2c(n1)CCCC2	0	13
51	OC(Cn1nnc2ccccc21)Cn1c(C(F)(F)F)nc2ccccc21 (configuration not stated)	-2	-13
52	O=C(c1cc2n(n1)C(C(F)(F)F)CC(c1ccc(F)cc1)N2)N1CCCC1 (configuration not stated)	-2	-5
53	CCOc1ccc(NC(=O)c2ccc3c(c2)N(Cc2ccc(F)cc2)C(=O)CS3=O)cc1 (configuration not stated)	2	7
54	CC1=C(C(=O)N(C)CCC#N)C2(CCCCC2)OC1=O	4	13
55	Nc1ncnc2nc(SCCN3CCCCC3)[nH]c12	0	4
56	O=C(CN1CCN(S(=O)(=O)c2cc(Cl)ccc2Cl)CC1)Nc1ccc2c(c1)OCCO2	-10	-15

Among those listed so far, seven have an aryl thioether with sulfur outside any ring.
no.	mol	QS inhibitor	QS inhibitor GFP MFI %
4	CCn1c(SCc2cccc(C(F)(F)F)c2)nnc1-c1ccco1	0	7
8	CSc1ncc(Cl)c(C(=O)Nc2ccc(S(=O)(=O)N3CCOCC3)cc2)n1	-1	-33
14	CCOC(=O)CSc1nc2ccsc2c(=O)n1C1CCN(C(=O)OCC)CC1	0	1
17	CCc1nc(SCC(=O)Nc2nccs2)c2oc3ccccc3c2n1	3	18
24	N#CCSc1nc2cc(C(=O)N3CCC(C(N)=O)CC3)ccc2c2nc3ccccc3n12	-2	-1
36	Cc1cccc(NC(=O)CSc2nc3c(c(=O)[nH]2)CCC3)c1C	6	16
55	Nc1ncnc2nc(SCCN3CCCCC3)[nH]c12	0	4

Going on with the list:
no.	mol	QS inhibitor	QS inhibitor GFP MFI %
57	CCCOc1ccc(C2c3c(oc4cc(C)c(C)cc4c3=O)C(=O)N2CCCN2CCOCC2)cc1 (configuration not stated)	17	26
58	Cc1ccc(N2C(N)=C(C#N)C(c3cccnc3)C3=C2CCCC3=O)cc1 (configuration not stated)	0	-23
59	COCc1nnc(NS(=O)(=O)c2ccc(Br)cc2)s1	0	5
60	CCN(CC)C(=O)COc1ccc(Br)cc1Cl	-2	-10
61	COc1ccc(CNC(=O)CS(=O)Cc2nc(-c3ccc(C)cc3)oc2C)cc1 (configuration not stated)	-2	-29
62	CC1(C(=O)NCc2cccnc2)CCC(=O)N1CCc1ccccc1 (configuration not stated)	-7	-32
63	COc1cccc(-c2cc(C(=O)N3CCN(Cc4ccccc4)CC3)no2)c1	-4	-6
64	Cc1cccc(-n2c(=O)[nH]c3c(C(N)=O)nc(CC(C)C)nc32)c1	-10	-26

no.	mol	QS inhibitor	QS inhibitor GFP MFI %
65	COc1ccc(CNC(=O)CCc2nc(-c3ccccc3F)no2)c(OC)c1	-1	-12
66	CCOc1ccc2c(O)csc2c1	-1	8
67	CC1(C)CC(=O)c2cc(OCC(=O)NCCCN3CCN(c4ccccc4F)CC3)ccc2O1	5	22
68	CC(C)NC(=O)c1ccccc1NC(=O)CCS(=O)(=O)Cc1ccccc1	0	1
69	CC(C)(C)n1nc2c(c1NC(=O)c1ccc(Br)o1)CS(=O)C2 (configuration not stated)	1	6
70	COCCCN(C)C1CCN(C(=O)Nc2ccc(F)cc2)CC1	-2	-13
71	CN(C(=O)c1ccccc1Cl)c1ccccc1	0	0
72	O=C(NCc1ccccc1)c1noc2c1CCCC2	1	13

no.	mol	QS inhibitor	QS inhibitor GFP MFI %
73	COc1ccc(S(=O)(=O)N2CCN(CC(=O)Nc3ccc(C)c(F)c3)CC2)cc1	0	12
74	CCN1CCN(CCNC(=O)c2cn(C(C)c3ccccc3F)nn2)CC1 (configuration not stated)	1	4
75	O=C(C1CC1)N1CCc2cc(S(=O)(=O)N3CCOCC3)ccc21	1	17
76	CN(CCNC(=O)c1ccc(N2CCCC2=O)cc1)CCc1ccccc1	-1	10
77	COCCn1c(=O)[nH]c2cc(C(=O)N3CCN(Cc4ccc5c(c4)OCO5)CC3)ccc2c1=O	-1	11
78	Cc1ccc(CN2CC34C=CC(O3)C(C(=O)NCc3ccco3)C4C2=O)cc1 (configuration not stated)	-1	-14
79	COc1cc(C(=O)N2CCCC(c3nc(-c4cccs4)no3)C2)cc(OC)c1OC (configuration not stated)	0	13
80	O=C1N2CCSC2=NC1(NS(=O)(=O)c1ccccc1)C(F)(F)F (configuration not stated)	-3	-12

no.	mol	QS inhibitor	QS inhibitor GFP MFI %
81	CCC(c1nnnn1C(C)(C)C)N1CCN(C2CCCC2)CC1 (configuration not stated)	6	69
82	O=C(CSc1ncnc2c1oc1ccccc12)Nc1ccccc1F	1	18
83	O=C(COc1ccccc1O)Nc1ccc(Cl)cc1	-2	2
84	CCn1cc(C2=NOC(C(=O)Nc3cc(C)nn3-c3ccccc3)C2)c(C)n1 (configuration not stated)	7	19
85	COc1ccc(NC(=O)C2CCCN(S(=O)(=O)c3cnc[nH]3)C2)cc1 (configuration not stated)	-2	2
86	CCOC(=O)c1c(NC(=O)CSc2nnc(-c3ccc(OC)cc3)o2)sc2c1CCC2	-1	15
87	C=CCNC(=O)C1CCN(S(=O)(=O)CC)CC1	-5	-22
88	CCOC(=O)N1CCN(S(=O)(=O)c2ccc(OCC)c3ccccc23)CC1	-7	-5

no.	mol	QS inhibitor	QS inhibitor GFP MFI %
89	O=C(C(Cc1ccccc1)n1cccc1)N1CCCCCC1 (configuration not stated)	2	22
90	CCCn1c(CNS(=O)(=O)c2ccc(C)cc2)nc2ccccc21	-2	11
91	COc1cccc(-n2nnc3c(=O)n(Cc4ccc(Br)cc4)cnc32)c1	10	22
92	Cc1n[nH]c(C)c1S(=O)(=O)Nc1ccc2c(c1)OCCO2	-1	-10
93	CCOc1cccc(C2c3c(oc4ccccc4c3=O)C(=O)N2c2ccccn2)c1 (configuration not stated)	1	1
94	COC(=O)c1cc2oc3ccccc3c2n1Cc1ccccn1	-1	-9
95	COCCOC(=O)C1=C(C)NC(C)=C(C(=O)OC(C)C)C1c1cccc([N+](=O)[O-])c1 (configuration not stated)	12	67
96	Cc1cc(C)c2cc(CN(CCO)C(=O)Nc3ccc(F)cc3)c(=O)[nH]c2c1	42	63

no.	mol	QS inhibitor	QS inhibitor GFP MFI %
97	CCS(=O)(=O)N1CCCC(C(=O)NCC2CCCO2)C1 (configuration not stated)	0	9
98	O=C(O)C1CCN(c2ncccn2)CC1	2	2
99	COc1ccc(C(=O)c2oc3ccc(OC)cc3c2N)cc1	-4	-5
100	COC(=O)c1ccccc1NC(=O)C(CCS(C)(=O)=O)NC(C)=O (configuration not stated)	-1	-7
101	Cc1cc(C)n(-c2nc3ccccc3nc2N2CCOCC2)n1	0	-11
102	O=C(NCC(c1cccnc1)N1CCOCC1)c1ccc2c(c1)OCO2 (configuration not stated)	0	-12
103	CCCCCNC(CC(=O)Nc1ccc(OC)cc1)C(=O)O (configuration not stated)	-7	-13
104	CCOC(=O)c1cccnc1SCC(=O)NC(C)CC (configuration not stated)	0	-1

no.	mol	QS inhibitor	QS inhibitor GFP MFI %
105	Cn1c(C(=O)N2CCN(C(=O)c3ccco3)CC2)cc2c(=O)n(C)c3ccccc3c21	-20	-44
106	COC(=O)Cn1c(CN(Cc2ccccc2)Cc2ccccc2)nc2c1c(=O)[nH]c(=O)n2C	-1	-3
107	COc1ccc(-n2c(C)cc(=O)c3c2CC(C)(C)CC3=O)cc1	-3	1
108	O=C1CCCCCN1CSc1nc2ccccc2s1	-16	-63
109	COc1ccccc1N1CCSC1C(N)=O (configuration not stated)	6	14
110	N#Cc1ccc(NC(=O)C2CC(c3ccc(F)cc3)=NO2)cc1 (configuration not stated)	1	-9
111	COc1cccc(OCC(=O)Nc2c(C(=O)Nc3ccc(OC)cc3OC)oc3ccccc23)c1	2	27
112	Cc1ccc(Cn2nnc3c(=O)n(CC(=O)N4CCCc5ccccc54)cnc32)cc1	-2	-5

no.	mol	QS inhibitor	QS inhibitor GFP MFI %
113	O=C(NC1CCCC1)c1ccc2nc[nH]c2c1	1	6
114	O=C(O)CCC(=O)Nc1ccc(S(=O)(=O)Nc2nccs2)cc1	0	29
115	CSc1nnc2n(CCc3ccccc3)c(=O)c3c4c(sc3n12)CCCC4	-5	-34
116	CCn1cc(C(=O)NCc2ccco2)c(=O)c2cc(S(=O)(=O)N3CC(C)CC(C)C3)ccc21 (configuration not stated)	13	27
117	CC(C)[N+]1(C)[C@@H]2CC[C@H]1CC(OC(=O)C(CO)c1ccccc1)C2 (some centres not stated)	1	-2
118	O=C(c1ccncc1)c1ccc(N2CCN(C3CC(=O)N(Cc4ccccc4)C3=O)CC2)cc1 (configuration not stated)	1	4
119	CN1C(=O)CC(N2CCN(c3ccc(Cl)c(Cl)c3)CC2)C1=O (configuration not stated)	-2	-8
